From PubChem
LYP phosphatase = PTPN22 lymphoid phosphatase activity blockers – biochemical, fluorescence intensity, uHTS (AID 1779) | recombinant LYP phosphatase, fluorescence intensity; higher % means a stronger effect | inhibition, % at 11.5 µM, or IC50 in µM where a hit was titrated | hit rate 0.054% among 290,000;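 also: plate controls were vehicle with enzyme for no effect and no enzyme for full effect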
M17LAP inhibition = P. falciparum M17LAP inhibitors, primary screen, biochemical, fluorogenic H-Leu-NHMec substrate, 1536-well (AID 1619); recombinant M17LAP, H-Leu-NHMec fluorogenic kinetic assay; higher % means a stronger effect; inhibition, % at 30 µM, or IC50 in µM where a hit was titrated; hit rate 0.38% among 220,000;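 active = compound inhibiting the enzyme by more than half at any dose during confirmatory dose-response retesting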;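 also: plate controls were full reaction with DMSO carrier for no effect and no enzyme background for full effect; strong numbers were not always called active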
XIAP antagonists = small molecules displacing peptide from XIAP – biochemical, IAP family, fluorescence polarization (AID 1018); hit rate 0.007% among 200,000; XIAP BIR domain, fluorescence polarization peptide displacement; higher % means a stronger effect; one-dose displacement, % at 20 µM; IC50 in µM for titrated hits; in the data active = displacement above about 50%; also: a part of the inactive calls stands beside numbers as strong as those of hits
Myeloid diff 2 = promotes myeloid progenitor differentiation | calls only at 10 µM | ER-HoxA9 myeloid progenitors, lysozyme-GFP differentiation, flow cytometry | AID 624256 | hit rate 1% among 360,000;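 active = normalized GFP-positive differentiation at or above the plate's own cutoff, the solvent-only control mean plus 3 SD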;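 also: cells exposed to compound for four days before flow analysis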
P. falciparum M1AAP = malaria alanyl aminopeptidase activity blockers – biochemical, fluorogenic H-Leu-NHMec substrate, 1536-well (AID 1445); recombinant M1AAP, H-Leu-NHMec fluorogenic kinetic assay; higher % means a stronger effect; one-dose inhibition, % at 30 µM; IC50 in µM for titrated hits; hit rate 0.42% among 220,000;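 active = primary inhibition above the hit cutoff, then over 50% inhibition at one or more dose response concentrations, cut at about 23% in these data, passing the limit was not always enough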;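 also: plate controls were DMSO full reaction for no effect and no enzyme background for full effect; strong numbers were not always called active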
human PMI inhibition = inhibitors of human PMI, primary screen, biochemical, fluorescence intensity, coupled assay (AID 1209) | inhibition, % at 20 µM; hits with a dose series show IC50 in µM | purified PMI enzyme, coupled fluorescence intensity; higher % means a stronger effect | hit rate 0.42% among 190,000;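 also: plate controls were DMSO vehicle for no effect and wells lacking substrate for full effect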
TNAP activation fold = human TNAP enzyme activators, primary screen, biochemical, luminescent, no phosphate acceptor, uHTS (AID 1001). hit rate 0.03% among 200,000. purified TNAP, luminescent activation assay, no phosphate acceptor; higher activation fold means a stronger effect. activation fold at 20 µM, or EC50 in µM where a hit was titrated; in the data active = activation fold from about 3, or a potency from the dose series; inactive = the rest, 99 in 100 with activation fold below about 1.6; also: many of its hits are not listed in these tables
human PMI inhibitors = MPI inhibition at elevated mannose 6-phosphate – biochemical, fluorescence intensity, high mannose 6-phosphate, primary screen (AID 1220) | recombinant PMI enzyme, coupled fluorescence intensity; higher % means a stronger effect | one-dose inhibition, % at 20 µM; IC50 in µM for titrated hits | hit rate 0.66% among 190,000
CSM14.1 death rescue = rescue of cells from ER stress-induced death, primary screen, 384-well, CSM14.1, thapsigargin, ATP luminescence (AID 1222); CSM14.1 thapsigargin-induced death rescue, ATP luminescence; higher % means a stronger effect; one-dose cellular ATP content (survival), % at 20 µM; EC50 in µM for titrated hits; 190,000 tested, under 10 active;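 active = EC50 below 50 µM in the dose-response confirmation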;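 also: death triggered by thapsigargin at about 15 µM added after 2 h compound pretreatment; cell ATP read after overnight thapsigargin exposure of roughly 18 to 22 hours; normalized against plate controls of thapsigargin alone and 5% DMSO vehicle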
Myeloid diff 2 GFP+ MAC1+ % = also measured in Myeloid diff 2; calls as there; GFP+ MAC1+ double positive, %; measured here: differentiation confirmed by MAC1 staining
* = called active by the depositor. Rule as the data show it, unless noted: active = inhibition above about 50%; inactive = the rest.

For COc1cc(CCC(=O)N2CCN(S(=O)(=O)c3ccc(C)c(C)c3)CC2)cc(OC)c1OC the results were LYP phosphatase 2%, M17LAP inhibition 1%, XIAP antagonists 2.4%, Myeloid diff 2 inactive, P. falciparum M1AAP 7%, human PMI inhibition 13%, TNAP activation fold 1.1, human PMI inhibitors 13%, CSM14.1 death rescue -1.5% and Myeloid diff 2 GFP+ MAC1+ % 2.8.
Screening Cn1c(=O)c2c(nc(SCCN3CCOCC3)n2Cc2ccccc2)n(C)c1=O returned LYP phosphatase -8%, M17LAP inhibition -2%, XIAP antagonists -1.4%, Myeloid diff 2 inactive, P. falciparum M1AAP 8%, human PMI inhibition 5%, TNAP activation fold 1.1, human PMI inhibitors 0%, CSM14.1 death rescue -2.0% and Myeloid diff 2 GFP+ MAC1+ % 0.9.
For CC(=O)Nc1c(C(=O)N2CCOCC2)sc2nc3c(cc12)COC(C)(C)C3 the results were LYP phosphatase -3%, M17LAP inhibition 4%, XIAP antagonists -5.3%, Myeloid diff 2 inactive, P. falciparum M1AAP 10%, human PMI inhibition 4%, TNAP activation fold 1.1, human PMI inhibitors -5%, CSM14.1 death rescue 2.6% and Myeloid diff 2 GFP+ MAC1+ % 8.8.
`CCOc1cc(C2CC(=O)NC3=C2C(=O)C(C(=O)OC)C(C)C3)cc(Cl)c1O` (stereo not drawn) gave LYP phosphatase 1%, M17LAP inhibition -3%, XIAP antagonists -8.6%, Myeloid diff 2 inactive, P. falciparum M1AAP 2%, human PMI inhibition 3%, TNAP activation fold 1.1, human PMI inhibitors 24%, CSM14.1 death rescue -0.6% and Myeloid diff 2 GFP+ MAC1+ % 0.9.
For Cc1ccccc1C1CC(c2cccs2)Nc2nnnn21 (stereo not drawn) the results were LYP phosphatase -7%, M17LAP inhibition 4%, XIAP antagonists -2.3%, Myeloid diff 2 inactive, P. falciparum M1AAP 0%, human PMI inhibition -1%, TNAP activation fold 1.1, human PMI inhibitors -10%, CSM14.1 death rescue -1.2% and Myeloid diff 2 GFP+ MAC1+ % 0.9.
For COc1cccc(OC)c1C(=O)N1CCN(Cc2ccncc2)CC1 the results were LYP phosphatase -11%, M17LAP inhibition 10%, XIAP antagonists -4.8%, Myeloid diff 2 inactive, P. falciparum M1AAP -8%, human PMI inhibition 12%, TNAP activation fold 1.1, human PMI inhibitors 1%, CSM14.1 death rescue 0.8% and Myeloid diff 2 GFP+ MAC1+ % 0.9.
Screening O=C(Cn1cc([N+](=O)[O-])cn1)Nc1ccc(Cn2cc(Br)cn2)cc1 returned LYP phosphatase -10%, M17LAP inhibition 10%, XIAP antagonists -3.6%, Myeloid diff 2 inactive, P. falciparum M1AAP 9%, human PMI inhibition 6%, TNAP activation fold 1.1, human PMI inhibitors -1%, CSM14.1 death rescue 0.2% and Myeloid diff 2 GFP+ MAC1+ % 0.5.
Cc1ccc(NC(=O)CN2C(=O)NC(C)(c3ccc(Cl)cc3)C2=O)cc1S(=O)(=O)N1CCOCC1 (stereo not drawn) was read as LYP phosphatase 2%, M17LAP inhibition -6%, XIAP antagonists -0.6%, Myeloid diff 2 inactive, P. falciparum M1AAP 5%, human PMI inhibition 4%, TNAP activation fold 0.9, human PMI inhibitors -5%, CSM14.1 death rescue -2.2% and Myeloid diff 2 GFP+ MAC1+ % 0.6.
For Clc1cncc(Cl)c1N/N=C/c1ccccc1 the results were LYP phosphatase 7%, M17LAP inhibition 7%, Myeloid diff 2 inactive, P. falciparum M1AAP 14% and Myeloid diff 2 GFP+ MAC1+ % 0.4.
`Cc1cc(C)nc(SCCn2c(N3CCCCC3)nc3c2c(=O)n(C)c(=O)n3C)n1` gave LYP phosphatase 3%, M17LAP inhibition -7%, XIAP antagonists -1.3%, Myeloid diff 2 inactive, P. falciparum M1AAP 12%, human PMI inhibition 1%, TNAP activation fold 1.1, human PMI inhibitors -4%, CSM14.1 death rescue -1.1% and Myeloid diff 2 GFP+ MAC1+ % 0.0.
Screening O=C(NCc1ccco1)C1CC(=O)N(c2ccc(O)cc2)C1 (stereo not drawn) returned LYP phosphatase -5%, M17LAP inhibition 2%, XIAP antagonists -3.0%, Myeloid diff 2 inactive, P. falciparum M1AAP 4%, human PMI inhibition -1%, TNAP activation fold 1, human PMI inhibitors 0%, CSM14.1 death rescue 4.4% and Myeloid diff 2 GFP+ MAC1+ % 1.4.
For CCn1c(SCC(N)=O)nnc1-c1ccco1 the results were LYP phosphatase -7%, M17LAP inhibition -7%, XIAP antagonists -4.0%, Myeloid diff 2 inactive, P. falciparum M1AAP 4%, human PMI inhibition -1%, TNAP activation fold 1.1, human PMI inhibitors -4%, CSM14.1 death rescue -1.4% and Myeloid diff 2 GFP+ MAC1+ % 1.1.
For Cc1cccc(-n2c(CCCN3C(=O)c4ccccc4C3=O)nc3ccccc3c2=O)n1 the results were LYP phosphatase -9%, M17LAP inhibition 17%, XIAP antagonists -6.1%, Myeloid diff 2 inactive, P. falciparum M1AAP -1%, human PMI inhibition 14%, TNAP activation fold 1.1, human PMI inhibitors 6%, CSM14.1 death rescue -1.6% and Myeloid diff 2 GFP+ MAC1+ % 0.6.
For CC(NC(=O)CCC(=O)N1CCN(S(=O)(=O)c2ccc(Cl)cc2)CC1)c1ccccc1 (stereo not drawn) the results were LYP phosphatase -5%, M17LAP inhibition -10%, XIAP antagonists -5.1%, Myeloid diff 2 inactive, P. falciparum M1AAP -2%, human PMI inhibition -5%, TNAP activation fold 1.1, human PMI inhibitors 0%, CSM14.1 death rescue -1.7% and Myeloid diff 2 GFP+ MAC1+ % 0.9.
Screening CCCn1nnnc1NC(=O)COc1ccc(Cl)cc1C returned LYP phosphatase -3%, M17LAP inhibition 25%, XIAP antagonists -2.3%, Myeloid diff 2 inactive, P. falciparum M1AAP -1%, human PMI inhibition -7%, TNAP activation fold 1.1, human PMI inhibitors 2%, CSM14.1 death rescue 0.5% and Myeloid diff 2 GFP+ MAC1+ % 1.3.
For O=C1CC(c2ccccc2)=Nc2ccccc2N1Cc1ccccc1 the results were LYP phosphatase 2%, M17LAP inhibition 11%, XIAP antagonists -2.7%, Myeloid diff 2 inactive, P. falciparum M1AAP 2%, human PMI inhibition 6%, TNAP activation fold 1.1, human PMI inhibitors 2%, CSM14.1 death rescue -0.7% and Myeloid diff 2 GFP+ MAC1+ % 0.6.
For CCCNC(=O)CNC(=S)N(Cc1cc(OC)c(OC)c(OC)c1)C1CCCC1 the results were LYP phosphatase -7%, M17LAP inhibition 6%, XIAP antagonists -2.5%, Myeloid diff 2 inactive, P. falciparum M1AAP 10%, human PMI inhibition 15%, TNAP activation fold 1.1, human PMI inhibitors 2%, CSM14.1 death rescue 0.5% and Myeloid diff 2 GFP+ MAC1+ % 0.3.
For CC(=O)Nc1ccc(S(=O)(=O)Nc2cccc(C(=O)NC(C)(C)C)c2)cc1 the results were LYP phosphatase -5%, M17LAP inhibition 4%, XIAP antagonists -5.2%, Myeloid diff 2 inactive, P. falciparum M1AAP -2%, human PMI inhibition -14%, TNAP activation fold 1.1, human PMI inhibitors -8%, CSM14.1 death rescue -0.8% and Myeloid diff 2 GFP+ MAC1+ % 0.8.
For CCNC(=O)Cn1cnc2c1c(=O)n(C)c(=O)n2C the results were LYP phosphatase -3%, M17LAP inhibition -7%, XIAP antagonists -4.2%, Myeloid diff 2 inactive, P. falciparum M1AAP 4%, human PMI inhibition 3%, TNAP activation fold 1.1, human PMI inhibitors 5% and Myeloid diff 2 GFP+ MAC1+ % 0.5.
For COc1ccc(OC)c(NC(=O)c2[nH]c(C)c(C(C)=O)c2C)c1 the results were LYP phosphatase -2%, M17LAP inhibition 10%, XIAP antagonists 4.2%, Myeloid diff 2 inactive, P. falciparum M1AAP 6%, human PMI inhibition -12%, TNAP activation fold 1.1, human PMI inhibitors 0%, CSM14.1 death rescue 0.8% and Myeloid diff 2 GFP+ MAC1+ % 2.4.
CCc1[nH]nc2c1C1(CCN(C(=O)c3ccccc3)CC1)C(C#N)=C(N)O2 was read as LYP phosphatase -2%, M17LAP inhibition 11%, XIAP antagonists -1.7%, Myeloid diff 2 inactive, P. falciparum M1AAP -4%, human PMI inhibition 17%, TNAP activation fold 1.1, human PMI inhibitors 19%, CSM14.1 death rescue -1.9% and Myeloid diff 2 GFP+ MAC1+ % 2.1.
Screening CCCCNC(=S)Nc1ccc2[nH]c(=O)[nH]c2c1 returned LYP phosphatase -2%, M17LAP inhibition 7%, XIAP antagonists -0.3%, Myeloid diff 2 inactive, P. falciparum M1AAP 5%, human PMI inhibition 8%, TNAP activation fold 1, human PMI inhibitors 34%, CSM14.1 death rescue 0.2% and Myeloid diff 2 GFP+ MAC1+ % 0.6.
For COc1ccc(C2C(C(=O)c3ccccc3)=C(C)Nc3nc4ccccc4n32)cc1OC (stereo not drawn) the results were LYP phosphatase -3%, M17LAP inhibition 2%, XIAP antagonists -18%, Myeloid diff 2 inactive, P. falciparum M1AAP -3%, human PMI inhibition 13%, TNAP activation fold 1, human PMI inhibitors 24%, CSM14.1 death rescue -0.6% and Myeloid diff 2 GFP+ MAC1+ % 2.8.
`CN(Cc1nc2c(s1)CCCC2)C(=O)CCc1nnc(-c2ccc3c(c2)OCO3)o1` gave LYP phosphatase -3%, M17LAP inhibition 3%, Myeloid diff 2 inactive, P. falciparum M1AAP 4% and Myeloid diff 2 GFP+ MAC1+ % 0.5.
`COc1ccccc1NC(=O)N1c2ccccc2NC(=O)CC1C` (stereo not drawn) gave LYP phosphatase -1%, M17LAP inhibition 2%, Myeloid diff 2 inactive, P. falciparum M1AAP 4% and Myeloid diff 2 GFP+ MAC1+ % 0.5.
`Cn1c(NC(=O)c2ccccc2)c(-c2cccs2)c(=O)c2ccccc21` gave LYP phosphatase -2%, M17LAP inhibition 27%, XIAP antagonists -5.7%, Myeloid diff 2 inactive, P. falciparum M1AAP 7%, human PMI inhibition 5%, TNAP activation fold 1.1, human PMI inhibitors 2%, CSM14.1 death rescue -0.9% and Myeloid diff 2 GFP+ MAC1+ % 6.6.
`Cc1ccccc1CN1CCN(Cc2ccccc2C(F)(F)F)CC1` gave LYP phosphatase -6%, M17LAP inhibition 15%, XIAP antagonists -4.8%, Myeloid diff 2 inactive, P. falciparum M1AAP -1%, human PMI inhibition 11%, TNAP activation fold 1.1, human PMI inhibitors 2%, CSM14.1 death rescue -4.6% and Myeloid diff 2 GFP+ MAC1+ % 6.3.
For O=C(c1ccc2c3c(cccc13)C(=O)N(O)C2=O)N1CCCCC1 the results were LYP phosphatase 6%, M17LAP inhibition 4%, XIAP antagonists -0.6%, Myeloid diff 2 inactive, P. falciparum M1AAP 11%, human PMI inhibition 19%, TNAP activation fold 1.1, human PMI inhibitors 11%, CSM14.1 death rescue 0.2% and Myeloid diff 2 GFP+ MAC1+ % 1.5.
